PERK inhibitor: human PERK inhibition, primary cell-based screen; AID 1416; 220,000 tested, 0.17% active; Q9NZJ5; CHO PERK-DD fusion, SEAP luminescence translation reporter; inhibition, % at 5.6 µM;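 active means inhibition above the mean inhibition of all tested compounds plus 3 SD, set separately per screening campaign, cut at about 2.9% in these data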;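 further: PERK kinase domain activated by AP20187 dimerizer at 100 nM; 0% = DMSO with dimerizer and 100% = rapamycin at 8.4 µM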
m-calpain inh: blocks pig calpain II enzyme activity; AID 1236; purified calpain II, fluorogenic peptide substrate, 30 min; inhibition, % at 16 µM; 220,000 tested, 0.37% active;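 active means inhibition above about 50%, limit read from the data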
KLK5 inh: blocks human kallikrein 5 protease activity; recombinant hK5, fluorogenic AMC substrate cleavage; inhibition, % at 5 µM; Q9Y337; 210,000 tested, 0.59% active;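 active means inhibition of 40% or more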;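 further: 0% = enzyme controls without compound and 100% = no-enzyme blanks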
FXIIa inh: inhibitors of human coagulation factor XIIa; AID 800; inhibition, % at 5 µM; 220,000 tested, 0.3% active; purified FXIIa, Boc-QGR-AMC fluorogenic substrate, 2 h; in the data active means inhibition above about 40%;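 further: 0% = enzyme with no compound and 100% = blank without enzyme; many of its hits are not listed in these tables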
Cl transport mod: KCC2 (human) Cl- transport modulation; KCC2 cells, thallium flux FluoZin-2 fluorescence; B-score of Tl+ flux slope (higher = more flux/activation; lower = inhibition) at 10 µM; 190,000 tested, 2.2% active;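 active means thallium flux slope and its plate-corrected score both differing from the plate sample mean at a set confidence after two filtering rounds, in either direction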;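 further: slope of fluorescence scaled to starting intensity during 10 to 20 s after thallium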
FXIa inh 1536: inhibitors of human coagulation factor XIa. purified FXIa, Boc-Glu-Ala-Arg-AMC fluorogenic substrate. inhibition, % at 5 µM. 220,000 tested, 0.14% active. AID 798;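 active means inhibition of at least 40%; inactive means inhibition below 40%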;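 further: fluorescence of freed AMC excited at 355 nm; 0% = enzyme without compound and 100% = no enzyme blank; many of its hits are not listed in these tables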
Thrombin inh: thrombin (human) inhibition. 220,000 tested, 0.26% active. AID 1046. P00734. inhibition, % at 5 µM. alpha-thrombin, Boc-VPR-AMC fluorogenic substrate cleavage;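 active means inhibition at or above 40%; inactive means inhibition below 40%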;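 further: 0% = enzyme with no compound and 100% = wells without enzyme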
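Test system: human alpha-thrombin protein / Dosing: one concentration per compound, 5 µM, with 0.2% DMSO / Medium: pH 7.5 Tris-saline with Tween 20 / Benchmarks: no-compound enzyme wells and no-enzyme blanks / Read-out basis: percent inhibition of thrombin substrate cleavage / Timing: reaction at room temperature / Measured by: fluorescence, ex 355 nm, em 460 nm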
Rad51 HR inh: blocks human Rad51 in homologous recombination. hRad51 DNA strand exchange, fluorescence dequenching. inhibition, % at 10 µM. 200,000 tested, 0.085% active. AID 1385;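 active means inhibition above 40% at the single screening dose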;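 further: 0% = DMSO control wells and 100% = blanks with heterologous ssDNA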
Target sequence (Q06609 whole entry, looked up): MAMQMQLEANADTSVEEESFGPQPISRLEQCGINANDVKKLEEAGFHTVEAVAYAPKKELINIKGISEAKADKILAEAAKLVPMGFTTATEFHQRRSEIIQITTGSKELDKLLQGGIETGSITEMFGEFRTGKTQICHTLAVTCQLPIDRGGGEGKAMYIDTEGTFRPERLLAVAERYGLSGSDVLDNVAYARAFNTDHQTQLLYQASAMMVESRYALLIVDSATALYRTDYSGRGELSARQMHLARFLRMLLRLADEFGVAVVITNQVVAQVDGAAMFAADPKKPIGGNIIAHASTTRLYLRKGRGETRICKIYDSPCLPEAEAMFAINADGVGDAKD
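Material: human Rad51–ssDNA filaments; Probe or stimulus: labelled 47-mer dsDNA for strand exchange; Doses: single 10 µM dose; Incubation: 37 °C 15-min filament assembly, 30-min compound preincubation, 15-min exchange; Technique: FRET fluorescence dequenching, excitation 485 nm, emission 520 nm; Measure: Fluorescence-based percent inhibition, control- and blank-normalised; Benchmarks: plate control and blank wells.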
Furin inh: human furin inhibition. inhibition, % at 30 µM. P09958. 220,000 tested, 0.061% active. purified furin, fluorogenic substrate cleavage; in the data active means inhibition above about 25%; further: inactives centre near -15
Target sequence (P09958 108-714 limits assumed): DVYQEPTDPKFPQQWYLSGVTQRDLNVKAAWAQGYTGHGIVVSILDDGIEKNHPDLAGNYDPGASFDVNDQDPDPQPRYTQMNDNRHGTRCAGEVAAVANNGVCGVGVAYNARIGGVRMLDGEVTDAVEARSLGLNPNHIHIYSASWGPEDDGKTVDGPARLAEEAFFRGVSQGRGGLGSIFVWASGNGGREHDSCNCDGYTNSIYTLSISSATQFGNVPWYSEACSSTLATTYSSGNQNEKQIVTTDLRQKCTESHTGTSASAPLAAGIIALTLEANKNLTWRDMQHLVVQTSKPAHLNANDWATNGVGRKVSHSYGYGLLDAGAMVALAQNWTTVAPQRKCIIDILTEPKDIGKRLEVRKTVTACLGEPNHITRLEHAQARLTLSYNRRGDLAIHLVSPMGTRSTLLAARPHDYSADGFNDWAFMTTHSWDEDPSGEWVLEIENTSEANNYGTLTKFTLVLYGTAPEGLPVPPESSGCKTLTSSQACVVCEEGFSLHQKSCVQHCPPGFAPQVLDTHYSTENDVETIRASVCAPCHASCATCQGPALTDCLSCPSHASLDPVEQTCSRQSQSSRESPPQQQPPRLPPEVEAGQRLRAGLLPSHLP
Starred values were filed as active, the others as inactive; i = inactive; . = no result given; [ ] = another dose, or the depositor's remark.

SMILES	PERK inhibitor	m-calpain inh	KLK5 inh	FXIIa inh	Cl transport mod	FXIa inh 1536	Thrombin inh	Rad51 HR inh	Furin inh
COc1cc(/C=N/NC(=O)c2ccc(C)nc2)cc([N+](=O)[O-])c1O	0.0	15	8	11	-0.22	9	-6	-6	10
O=C(OCCN1C(=O)c2cccc3c(N4CCOCC4)ccc(c23)C1=O)c1cccc(Cl)c1	0.2	-66	-8	12	i	5	-7	-483	8
Cc1ccc2cc3c(N)c(C(=O)Nc4c(C)[nH]c(=O)[nH]c4=O)sc3nc2c1	0.1	-38	0	-1	-0.48	-8	21	-25	-11
O=S(=O)(c1cccs1)N1CCCc2cccc(O)c21	0.5	7	-11	7	-0.14	3	-2	0	-20[20 µM]
CC1(C)SC(=S)N(NC(=O)Nc2ccccc2)C1N(O)C(=O)Nc1cccc2ccccc12 (stereo not drawn)	0.3	6	-1	3	0.54	4	-6	3	-3
O=C(Nc1ccc(Cl)c(Cl)c1)O/N=C/c1ccncc1	0.3	12	2	11	-0.0031	8	4	.	-18
CC(=O)c1ccc(OC(C)C)c(Cc2c(O)nc(N)[nH]c2=O)c1	1.0	-6	-25	0	0.042	-6	-5	2	-23
CCOc1cc(CNc2ccc(N3CCCC3)cc2)cc(Cl)c1OC	0.6	12	-7	7	0.96	1	-3	.	-7
CCCn1c(SCC(=O)N2c3ccc(F)cc3CCC2C)nnc1-c1ccccn1 (stereo not drawn)	-0.8	38	5	3	-0.35	-4	-4	1	-11[20 µM]
Cc1ccc(C(=O)NC(C)(COc2nonc2C)COc2nonc2C)cc1	-1.4	10	-13	3	0.52	2	6	-5	-18[20 µM]
Cc1cc(Cl)c(OCCCCNC(C)(C)C)c(Br)c1	0.4	-11	-18	15	-0.13	4	3	-9	-13
CC(Sc1ccccc1)C(=O)NN=C1CCCCCC1 (stereo not drawn)	2.6	-5	-6	8	0.053	-3	2	17	-18
Cc1cc(C)nc(N2CCC(C(=O)Nc3ccc4c(c3)OCCO4)CC2)n1	0.7	14	-13	3	-0.056	12	2	8	-13
Cn1cc(/C=N/n2cnc3scc(-c4ccc(Cl)cc4)c3c2=O)c2ccccc21	1.5	-73	-10	2	.	-6	1	3	-8
Nn1c(SCc2cccc(Br)c2)nnc1-c1ccncc1	-0.5	7	0	3	0.33	-3	-3	11	-13
CC1C(=O)NN=C1C(=O)N/N=C\c1ccc(O)cc1O (stereo not drawn)	0.8	-10	-13	3	0.15	-5	-6	-3	-7
COc1cccc(C(=O)NCCCn2ccnc2)c1	0.9	-29	-5	1	0.7	-3	-6	14	-17
c1ccc(Cc2cc(-c3ccccc3)on2)cc1	0.4	-9	-8	3	2	-1	-2	-1	4[20 µM]
CCOC(=O)N1CCC(NC(=O)CCS(=O)(=O)c2ccc3c(c2)CCN3C(C)=O)CC1	0.2	-5	8	16	.	-15	0	.	-26
COC(=O)c1c(-c2cccs2)csc1NC(=O)CN1CCOCC1	0.0	-23	-8	19	-0.52	2	4	-1	-1[20 µM]
CCn1c2ccccc2c2cc(N=C3SC(CC(=O)Nc4ccccc4OC)C(=O)N3C)ccc21 (stereo not drawn)	-0.9	-151	0	9	.	4	2	1	-15[20 µM]
CCOC(=O)c1cc(C)sc1/N=C/C1C(=O)CCCC1=O	2.2	13	-3	14	-0.61	1	1	2	37*
CCc1nn(C(C)C(=O)NCCc2ccc(OC)c(OC)c2)c(=O)c2cc3occc3n12 (stereo not drawn)	-0.5	4	-21	26	-0.84	16	1	1	-16
Cc1cc(C(=O)Nc2ccccc2N2CCOCC2)c(C)o1	-0.1	8	37	27	0.39	23	8	-5	1
COc1ccc2[nH]cc(CCCN3C(=O)c4ccccc4C3=O)c2c1	0.0	31	16	1	0.79	4	32	-5	-9
O=Cc1cccn1-c1ccc(O)cc1	1.1	-33	-1	3	0.24	-4	-4	-2	-27
CCn1ccnc1CN(C)Cc1cn[nH]c1-c1ccc(OC)c(F)c1	0.9	2	.	6	.	-1	5	.	-24
CC(=O)Nc1ccc(S(=O)(=O)N(C)c2ccc(OCC(=O)OCC(=O)Nc3ccc(OC(F)F)cc3)cc2)cc1	-0.2	34	-1	4	0.19	-3	-3	24	-14
CC1(C)C(=O)Nc2ccccc2N1C(=O)COC(=O)Cn1cnc2ccccc2c1=O	0.1	1	-6	27	0.1	18	0	0	-17[20 µM]
Cc1cc(N=Cc2c(O)n(-c3ccc(C)c(C)c3)c(=O)c3ccccc23)no1	0.7	-49	-8	11	-0.075	7	3	0	-9
CCC(CC)C(=O)NCCCN1CCOCC1	0.2	11	-10	9	0.27	4	-4	-19	-26
Cc1ccc(-n2nc(CC#N)c(C#N)c2N)cc1Cl	-0.4	-11	10	-5	-0.025	-9	-6	-8	-12
CCn1nnc2sc3c(c2c1=O)CCC(C)C3 (stereo not drawn)	0.7	-15	28	3	-0.92	-5	-7	3	-14[20 µM]
CCc1ccccc1NC(=O)c1cccc(N2C(=O)C3C4CCC(C4)C3C2=O)c1 (stereo not drawn)	-0.6	-1	0	18	0.83	-2	3	-1	-5
CCC12CC3CC(C1)CC(C(=O)NNC(N)=O)(C3)C2	1.4	-9	-3	3	1.9	0	-6	6	-15
c1ccc2c3c(cc(N4CCOCC4)c2c1)OC1(N2CCOCC2)CCCCC1O3 (stereo not drawn)	-0.6	i	-57	16	0.66	5	0	10	-35
CC(C)(C)n1ncc2c(=O)n(Cc3c(F)cccc3Cl)cnc21	-0.3	1	1	9	.	-2	1	-1	-25
Cc1cc(N2CCOCC2)nc(SCC(=O)OCc2ccccc2)n1	0.1	-8	12	11	.	-4	0	.	-22
COC(=O)c1ccccc1NC(=O)NC1CCN(Cc2ccccc2)CC1	-0.2	-35	0	6	.	6	0	-4	-14[20 µM]
COc1ccc(N(CCCN2C(=O)c3cccc4cccc(c34)C2=O)C(=O)c2ccncc2)cc1	-0.2	3	2	9	-1.1	5	.	0	-6

Structures from the list above containing fluorine (4):
SMILES	PERK inhibitor	m-calpain inh	KLK5 inh	FXIIa inh	Cl transport mod	FXIa inh 1536	Thrombin inh	Rad51 HR inh	Furin inh
CCCn1c(SCC(=O)N2c3ccc(F)cc3CCC2C)nnc1-c1ccccn1 (stereo not drawn)	-0.8	38	5	3	-0.35	-4	-4	1	-11[20 µM]
CCn1ccnc1CN(C)Cc1cn[nH]c1-c1ccc(OC)c(F)c1	0.9	2	.	6	.	-1	5	.	-24
CC(=O)Nc1ccc(S(=O)(=O)N(C)c2ccc(OCC(=O)OCC(=O)Nc3ccc(OC(F)F)cc3)cc2)cc1	-0.2	34	-1	4	0.19	-3	-3	24	-14
CC(C)(C)n1ncc2c(=O)n(Cc3c(F)cccc3Cl)cnc21	-0.3	1	1	9	.	-2	1	-1	-25

(next part)
SMILES	PERK inhibitor	m-calpain inh	KLK5 inh	FXIIa inh	Cl transport mod	FXIa inh 1536	Thrombin inh	Rad51 HR inh	Furin inh
CCOC(=O)c1ccc(NC(=O)CN2C(=O)CNC2=O)cc1	0.6	10	-8	16	0.077	7	1	3	-21[20 µM]
CCOC(=O)C1C(=O)NC(c2ccccc2)=NC1c1ccc(Cl)cc1 (stereo not drawn)	-0.6	21	-22	1	.	-13	8	9	1[20 µM]
COc1ccc(C[C@H]2CN3C(=NC[C@@H]3Cc3ccccc3)N2CCNC(=O)CCC2CCCCC2)cc1	1.3	-15	-2	5	-0.1	-2	-4	-7	-32
COc1ccc(N2CCN(C(=O)CNS(=O)(=O)c3ccc(C)c(C)c3)CC2)cc1	0.3	19	1	5	-0.49	-1	-12	-4	-12
Nc1nc(C2CC(=O)OC23CCCCC3)cs1 (stereo not drawn)	0.2	-13	-12	15	1.1	9	1	-5	-9[20 µM]
O=C(NCc1ccc2c(c1)OCO2)C1CCCN1C(=O)Nc1cccc(F)c1 (stereo not drawn)	-0.3	2	9	1	-0.28	-2	-7	-4	-15[20 µM]
Cc1ccsc1/C=N/n1c(-c2ccccn2)n[nH]c1=S	0.5	28	-17	6	0.73	-3	-1	-5	5
COc1ccc(C(=O)Nc2cc(OC)nc(OC)n2)cc1	-1.0	-22	-8	9	-0.044	2	-4	-3	-8[20 µM]
CCCCC(=O)NC(NC(=S)N1CCOCC1)C(Cl)(Cl)Cl (stereo not drawn)	-0.1	-16	0	13	.	1	3	5	-16[20 µM]
COC(=O)C(O)(CC(=O)Nc1ccc(C)c(F)c1)C(F)(F)F (stereo not drawn)	0.1	-8	-8	16	.	3	2	-6	-17[20 µM]
COc1ccc(/C(C)=N/NC(=O)c2ccccc2N)cc1	-0.5	-14	10	11	0.79	1	-2	-8	-28
C=CCN(C(=O)CSc1nc2[nH]ncc2c(=O)n1-c1ccccc1OC)c1ccccc1	-1.0	-1	2	16	-1.5	10	2	.	-4
NS(=O)(=O)c1ccc(NC(=S)N2CCN(c3ccccc3Cl)CC2)cc1	0.4	9	-7	6	0.39	6	-3	-15	7
C=CCSC1=N/C(=C\c2cc(OCC)c(OC(C)=O)c([N+](=O)[O-])c2)C(=O)S1	1.6	42	-1	27	0.83	23	2	3	-12
CCOC(CNC(=O)c1ccc(CNC(=O)c2ccc(OC)c(OC)c2)cc1)OCC	1.4	-36	10	12	0.26	1	-7	-17	-28
O=C(CCNC(=O)c1ccccc1)OCC(=O)c1ccccc1	0.4	-18	-5	9	0.23	7	1	-9	-15
Cc1ccc(CN(C)C(=O)c2ccccc2Oc2ccccc2)o1	0.6	11	4	9	-0.005	-4	-5	-7	-5
Cc1nn(C(C)C(=O)NNC(=S)Nc2ccc(Cl)cc2)c(C)c1[N+](=O)[O-] (stereo not drawn)	-0.4	3	-10	3	-0.018	0	3	4	-15[20 µM]
S=C(Nc1ccccn1)NC1CCCC1	1.6	-2	-11	-1	0.38	-3	-1	-23	-21
COc1ccccc1C1CCN(c2cc(O)ccc2[N+](=O)[O-])CC1	0.1	10	3	12	.	8	-2	-19	-12
CC(C)(C)c1ccc(CN2N=Nc3ccccc3S2(=O)=O)cc1	1.8	-3	-2	10	.	-5	-2	3	-6[20 µM]
O=C(Nc1cccnc1)c1cc(F)cc(F)c1	0.8	17	0	-3	.	-12	-3	12	0[20 µM]
COc1cccc(NC(=O)C(Cc2ccccc2)NC(=O)C2CCC(C)CC2)c1 (stereo not drawn)	-0.3	32	-11	13	0.26	4	-2	-40	-38
O=c1[nH]cnc2c1sc1nc(-c3ccccc3)c3c(c12)CCCC3	1.0	-19	-5	2	0.017	7	-1	-8	-14
CCOc1ccc(CNC23CN4CN(CN(C4)C2)C3)cc1	1.8	5	10	0	-0.48	12	11	-3	-26
CCN(CC)C(=O)CSc1nnc(CNc2ccc(F)cc2)n1-c1ccccc1	0.0	16	-8	6	.	2	-1	-2	-12[20 µM]
CCCCN(C)CCCNC(=O)/C=C1\Sc2ccccc2NC1=O	0.7	-28	-3	2	-1.6	-6	-7	6	-23
O=C(CN1C(=O)CSc2ccccc21)NCCC1=CCCCC1	-0.3	-29	-2	14	.	5	3	.	-14
Cc1cccc(Cn2c(O)c(N=NC(=S)Nc3ccccc3F)c3ccccc32)c1	2.0	-14	.	6	6.8*	1	-2	.	-7
COCCNC(=O)C1CCCN(S(=O)(=O)c2c(C)noc2/C=C/c2cccs2)C1 (stereo not drawn)	-1.0	-3	-1	12	-0.085	0	-1	13	3
Cc1ccc(N2C(=O)c3ccccc3C2Nc2ccc(S(=O)(=O)N3CCOCC3)cc2)nc1 (stereo not drawn)	0.2	5	-17	7	0.73	5	2	6	-32

This is a subset; count on the stated rates, not on these rows.
